HIV Rev-RRE inh: inhibitors of HIV-1 Rev-RRE RNA interaction; P05866; Rev peptide-RRE RNA binding, FRET; inhibition, % at 8 µM; hit rate 0.79% among 97,000; AID 704;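 active = inhibition above the screen-wide mean plus 3 SD, cut at about 35% in these data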;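 note: 0% = median DMSO wells and 100% = median Neomycin B control wells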
Target sequence (P05866 whole entry, looked up): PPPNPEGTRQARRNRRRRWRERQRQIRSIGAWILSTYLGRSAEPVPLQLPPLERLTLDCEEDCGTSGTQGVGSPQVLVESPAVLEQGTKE
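Test system: Cy5-tagged RRE RNA duplex with fluorescein-tagged Rev peptide | Read-out: % inhibition of FRET ratio versus controls | Probe or stimulus: Labelled Rev peptide | Incubation: 5 min RNA-compound premix plus 15 min binding step, 25 °C | Technique: FRET fluorescence readout | Benchmarks: DMSO low control, neomycin B high control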
FAK blocker: FAK (human) kinase inhibition | Q05397 | biochemical FAK kinase activity assay | inhibition, %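 (tested at 7 µM)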 | hit rate 0.84% among 97,000; in the data active = inhibition above about 19%;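 note: 0% = DMSO and 100% = reference compound high control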
Mac1 fbg enh: increases human CD11b/CD18 adhesion to fibrinogen | P05107+P11215 | K562 CD11b/CD18 adhesion to fibrinogen, ATPlite luminescence | activation, % at 10 µM | hit rate 0.07% among 93,000;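 active = 10 µM primary screen giving 50% or more activity, confirmed by 40% or more on retest at that dose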; note: strong numbers were not always called active
PLK1 PBD inh: blocks phosphopeptide binding to human Plk1 polo box domain; hit rate 0.13% among 97,000; inhibition, %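 (tested at about 20 µM)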; Plk1 PBD phosphopeptide binding, fluorescence polarization; P53350; in the data active = inhibition above about 34%, passing the limit was not always enough
ERb SRC1 inh: ER-beta (human) coactivator binding inhibition; Q92731; TR-FRET ER-beta LBD / SRC1-Cy5 peptide binding; receptor agonist-loaded with 1 µM estradiol; inhibition, % at 25.6 µM; hit rate 1.3% among 86,000; AID 633;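 active = compounds whose percent inhibition of the receptor-coactivator binding signal exceeds about 50% in the single-dose screen, limit read from the data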;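 note: 0% = receptor plus peptide wells without compound and 100% = peptide-only wells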
ERa SRC1 inh: ER-alpha (human) coactivator binding inhibition | P03372 | TR-FRET ER-alpha LBD / SRC-1 peptide, estradiol-bound | inhibition, % at 25.6 µM | hit rate 1.7% among 86,000; in the data active = inhibition above about 50%;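 note: 0% = receptor plus peptide control and 100% = peptide only without receptor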
Target sequence (P03372 whole entry, looked up, the tested form may be a part): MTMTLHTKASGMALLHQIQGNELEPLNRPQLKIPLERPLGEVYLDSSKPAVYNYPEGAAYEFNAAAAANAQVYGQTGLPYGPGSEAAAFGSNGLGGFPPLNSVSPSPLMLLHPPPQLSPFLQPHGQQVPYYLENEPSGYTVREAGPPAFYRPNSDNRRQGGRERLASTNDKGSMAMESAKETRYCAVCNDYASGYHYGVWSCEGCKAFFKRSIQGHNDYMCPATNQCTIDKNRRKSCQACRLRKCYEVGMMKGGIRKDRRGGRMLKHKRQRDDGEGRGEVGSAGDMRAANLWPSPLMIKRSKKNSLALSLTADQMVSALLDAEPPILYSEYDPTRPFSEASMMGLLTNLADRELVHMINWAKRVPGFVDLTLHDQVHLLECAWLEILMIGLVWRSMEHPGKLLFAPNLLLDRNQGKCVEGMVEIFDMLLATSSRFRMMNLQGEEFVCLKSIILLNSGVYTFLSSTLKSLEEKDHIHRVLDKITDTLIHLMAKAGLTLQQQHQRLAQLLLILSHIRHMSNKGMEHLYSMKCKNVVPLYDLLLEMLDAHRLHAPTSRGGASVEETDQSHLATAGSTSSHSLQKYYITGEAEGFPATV
ERa SRC1 pot: enhances coactivator binding to human estrogen receptor alpha; P03372; TR-FRET ERalpha-LBD/SRC-Cy5 coactivator binding, 2 h; 100 = basal binding, no effect; coactivator binding (% of control), % at 25.6 µM; hit rate 1.3% among 86,000; in the data active = activity above about 200%;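 note: binding measured in presence of low estradiol as agonist stimulus; 0% = peptide alone without receptor and 100% = receptor with peptide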
PLK1 kinase inh: inhibitors of human PLK1 kinase. P53350. recombinant PLK1 kinase, TR-FRET peptide phosphorylation. inhibition, % at 10 µM. hit rate 0.53% among 97,000. AID 619;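 active = inhibition of 50% or more in the single-concentration screen; inactive = inhibition below 50%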;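 note: 0% = DMSO max control and 100% = H-89 dihydrochloride min control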
CD11b adhes inh: CD11b/CD18-fibrinogen binding inhibition | P05107+P11215 | K562 CD11b/CD18 adhesion to fibrinogen, ATPlite luminescence; Mn2+ added to activate the integrin | inhibition, % at 10 µM | hit rate 0.54% among 93,000 | AID 1497;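 active = primary inhibition of 50% or more at 10 µM, then 40% or more on retest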; note: some results filed as inactive read as strong as hits
Starred values were filed as active, the others as inactive; x = not tested or not shown; [ ] = dose if it differs, or a comment. Not a hit list; any-hit rate near 4.7%.

Every second line gives: HIV Rev-RRE inh	FAK blocker	Mac1 fbg enh	PLK1 PBD inh	ERb SRC1 inh	ERa SRC1 inh	ERa SRC1 pot	PLK1 kinase inh	CD11b adhes inh
> O=C(CCCn1c(=S)[nH]c2ccc(Br)cc2c1=O)NCC1CCCO1 (stereo not drawn)
  -4.2	-3.7	x	11.4	x	x	x	-6.7	x
> CCN(CC)C(=O)C1CCCc2c1[nH]c1ccc(Cl)cc21 (stereo not drawn)
  9.9	-5.8	x	-7.1	1.2	-3.1	126.3	-0.2	x
> CCC(=O)Nc1ccc(C(=O)Nc2cc(C)on2)cc1
  5.8	-1.6	-1.6	-11.0	x	x	x	-11.0	-9.1
> CC(C)CCN(C)c1ccc(/C=N/n2cnnc2)cc1
  4.0	1.7	0.4	10.3	-0.9	-6.2	81.1[fluorescence artefact?]	-5.7	7.3
> CCOCCCNC(=O)C(c1ccc(OC)cc1)N(Cc1ccc2c(c1)OCO2)C(=O)CNC(C)=O (stereo not drawn)
  4.5	1.7	x	5.0	-8.1	-1.0[fluorescence artefact?]	129.2	-7.3	x
> Cc1ccc(CNC(=O)CSc2ncccn2)cc1
  9.2	-0.3	-0.9	-8.1	0.5	-5.6	113.7	-11.6	-4.3
> Cc1nnc(NC(=O)c2c(F)cccc2F)s1
  11.0	2.1	0.6	-7.5	-6.3	-2.2	97.2	-10.4	-23.9
> CC(C)(C)Nc1nc2nonc2nc1NC(C)(C)C
  6.9	1.0	-1.9	0.1	-16.7	0.5	104.3	-5.1	-1.4
> O=c1[nH]nc2c3ccccc3cnn12
  6.2	8.3	-0.7	5.2	-0.5	0.6	126.7	7.3	-2.5
> CCc1ccc(C(=O)CSc2nnc(C)c(=O)[nH]2)cc1
  -0.6	-2.0	-1.5	8.2	x	x	x	-8.4	-2.8
> CON/C=C(\C=Nc1ccc(Cl)cc1Cl)c1ncc(C(F)(F)F)cc1Cl
  10.0	-0.2	-3.5	20.9	x	x	x	-10.0	-1.8
> Cc1ccc(C(=O)Nc2ccc(S(=O)(=O)N3CCN(C)CC3)cc2)cc1
  1.9	1.5	x	-5.5	7.2	-7.2	114.0	-10.4	x
> O=C(Sc1nnnn1C1CCCCC1)c1cccs1
  4.3	-1.1	5.5	14.1	-9.3[fluorescence artefact?]	-7.0	144.4	-7.8	-49.9
> CN(C)c1cccc(NC(=O)Cc2ccc(F)cc2)c1
  4.3	-6.7	-5.9	-2.3	11.4	-0.2	94.7	-2.2	-2.7
> CCC(C)(C)n1nnnc1C(c1cc2ccc(OC)cc2[nH]c1=O)N1CCN(C2CCCCC2)CC1 (stereo not drawn)
  9.8	4.3	0.3	-19.7	-2.3[fluorescence artefact?]	-3.3	92.9	-8.8	3.4
> CC(C)C(C(=O)O)N1C(=O)/C(=C/C=C/c2ccco2)SC1=S (stereo not drawn)
  -75.8	87.9*	x	-7.5	x	x	x	-25.1	x
> CCOc1ccc(CCNC(=O)C2CCCN(c3nnc(-n4cccc4)s3)C2)cc1OCC (stereo not drawn)
  1.7	-3.1	5.3	-15.4	-6.2	-0.1	123.3	-19.2	12.6
> COCCN1C(=O)C(=O)/C(=C(/O)c2cccc(S(=O)(=O)N(C)C)c2)C12C(=O)N(C)c1ccccc12 (stereo not drawn)
  3.0	-3.5	4.1	-1.4	x	x	x	-11.5	0.7
> CCn1c(SCC(=O)Nc2cccc(F)c2)nc2c(c1=O)SC(C)C2 (stereo not drawn)
  1.5	-3.2	x	-1.3	x	x	x	2.1	x
> CCn1c(SCC(=O)NCc2ccccc2)nnc1-c1ccccc1O
  2.5	0.1	0.3	-17.9	-19.6	-29.2	97.0	7.7	-25.9
> OCCN=Cc1c(O)[nH]c2ccccc12
  0.3	0.4	-3.2	8.3	-3.8	-5.7	103.8	-9.3	7.6
> COC(=O)CSc1nc2c(c(=O)n(C)c(=O)n2C)n1CCCc1ccccc1
  x	x	-3.8	x	-4.0	16.4	94.7	x	6.5
> CNC(=O)CCn1nc(-c2ccccc2)c2ccccc2c1=O
  6.3	-5.5	-2.0	-8.8	12.4[fluorescence artefact?]	5.1	107.5	-11.7	-4.9
> Cc1cc(C)cc(NC(=O)CN(Cc2ccccc2)S(C)(=O)=O)c1
  6.7	-1.7	x	-28.1	0.3	-5.9	125.1	-10.6	x
> CCC(C)C(=O)N1CCCC(c2nc(-c3cccs3)no2)C1 (stereo not drawn)
  3.1	-0.1	-3.3	3.1	-8.5	4.5	97.0	-2.5	4.3
> Cc1nc(NC(=O)c2ccc(Cl)cc2)sc1-c1csc(Nc2cccc(F)c2)n1
  4.3	1.7	x	-19.7	x	x	x	-8.1	x
> O=C(CC1Oc2ccccc2NC1=O)NCCCN1CCOCC1 (stereo not drawn)
  5.2	6.3	6.6	15.8	-5.0	-15.1	136.0	-4.9	-25.5
> CCN(CC)CCNC(=O)C1CCC(=O)N(c2ccc(OC)cc2)C1c1ccc(F)cc1 (stereo not drawn)
  3.9	-0.5	1.1	4.4	x	x	x	-10.9	-0.8
> CC(=O)Nc1ccc(S(=O)(=O)NCC(=O)OCC(=O)N2CCc3ccccc32)cc1
  -0.9	-0.5	-0.2	-15.5	x	x	x	-1.0	3.7
> COc1cnc(-c2ccccn2)nc1Sc1cccc(Cl)c1
  -3.5	6.4	x	7.6	x	x	x	-31.3	x

FAK blocker: entries above that show a hit
Every second line gives: HIV Rev-RRE inh	FAK blocker	Mac1 fbg enh	PLK1 PBD inh	ERb SRC1 inh	ERa SRC1 inh	ERa SRC1 pot	PLK1 kinase inh	CD11b adhes inh
> CC(C)C(C(=O)O)N1C(=O)/C(=C/C=C/c2ccco2)SC1=S (stereo not drawn)
  -75.8	87.9*	x	-7.5	x	x	x	-25.1	x

(listing goes on)
Every second line gives: HIV Rev-RRE inh	FAK blocker	Mac1 fbg enh	PLK1 PBD inh	ERb SRC1 inh	ERa SRC1 inh	ERa SRC1 pot	PLK1 kinase inh	CD11b adhes inh
> COc1ccc(/C=c2\sc3nc(-c4ccccc4OC)nn3c2=O)c(OC)c1
  -1.6	3.2	88.7	-3.1	x	x	x	-7.3	13.1
> COc1ccc(CSC(=N)N)cc1[N+](=O)[O-]
  10.9	-0.1	0.2	1.3	-6.1	-7.5	100.5	7.9	-42.8
> CN(C)c1ccc(/C=N/N=C2/NC(=O)/C(=C/c3ccc([N+](=O)[O-])cc3)S2)cc1
  34.6	3.5	x	-14.4	x	x	x	-8.8	x
> COc1cc2c(C)nc(C)c(C#N)c2cc1OC
  -1.2	-0.1	7.4	-0.1	0.1	-7.8	109.2[fluorescence artefact?]	-16.5	-36.0
> CC1CC(=O)C=C(O)C1C(=O)OC(C)(C)C (stereo not drawn)
  -1.4	-1.7	-5.7	-14.6	-9.0	-6.8	103.7	-1.7	-26.0
> O=C(CN(c1ccccc1F)S(=O)(=O)c1ccccc1)N1CCCCCC1
  -1.5	-0.4	3.3	-8.1	-11.2	0.2[fluorescence artefact?]	121.8[fluorescence artefact?]	1.7	3.4
> COc1cc(/C=N/Nc2nc(N3CCCC3)nc(N3CCCC3)n2)ccc1O
  3.6	-2.4	-4.0	14.4	-4.0	2.4	106.8	-5.1	1.0
> Cc1cccc(C)c1OCCOCCN1CCN(C)CC1
  x	x	1.1	x	9.5	-1.0	117.6	x	14.9
> COc1cc(C(=O)Oc2ccccc2)ccc1OCc1c(C)noc1C
  -2.5	-2.1	3.3	-9.7	-14.7	-8.1	113.8	0.6	-3.1
> O=S(=O)(c1cccs1)N1CCc2ccccc21
  3.5	2.4	-1.8	-3.8	6.7[fluorescence artefact?]	-4.8[fluorescence artefact?]	84.7[fluorescence artefact?]	-5.2	-3.5
> O=C1C(c2ccncc2)=C(O)c2ccccc21
  7.6	14.9	1.1	13.6	1.5[fluorescence artefact?]	0.0	104.4	12.0	17.8
> CCOC(=O)c1cnc(-c2ccccc2)nc1Oc1ccc(Cl)cc1
  7.6	-7.2	x	14.3	x	x	x	-7.6	x
> COc1ccc(NC(=O)c2ccc(CN3CCN(c4ccccc4)CC3)cc2)cc1OC
  0.8	-1.1	13.3	-8.3	x	x	x	-3.9	-9.9
> CC(SCc1ccccc1)C(=O)N/N=C/c1ccc2c(c1)OCO2 (stereo not drawn)
  -3.3	-6.4	-2.2	11.7	x	x	x	-1.1	2.8
> Cc1onc(-c2ccccc2Cl)c1-c1nc(-c2ccccn2)no1
  10.0	-2.0	-5.8	5.3	-6.8	-5.6	115.2[fluorescence artefact?]	-5.0	10.0
> CCCCn1ccc(O)c(Cc2ccc(F)cc2)c1=O
  -0.4	-4.1	-0.9	14.2	x	x	x	-11.9	-3.0
> CN(Cc1cccs1)C(=O)CCc1ccc(S(=O)(=O)N2CCOCC2)cc1
  -1.4	4.1	-1.1	2.5	-3.0[fluorescence artefact?]	-3.9[fluorescence artefact?]	111.5	-3.3	13.2
> Cc1nn(-c2ccccc2)c2sc(C(=O)OCN3C(=O)c4ccccc4C3=O)cc12
  x	x	-5.1	x	34.1	59.7*	108.6[fluorescence artefact?]	x	9.2
> O=C1N=C2SCCN2/C1=C\c1ccc(Cl)cc1
  3.1	-1.6	-3.3	-3.8	x	x	x	-11.0	3.5
> COc1ccccc1NC(=O)C1=C(C)NC(=O)NC1c1ccc(C)cc1 (stereo not drawn)
  x	x	0.2	x	-4.3	-4.2	106.9	x	-9.1
> COc1ccc(C(=O)Nc2nc(-c3ccc([N+](=O)[O-])cc3)c(-c3ccccc3)s2)cc1
  14.2	-3.6	x	-9.7	x	x	x	-3.8	x
> CSc1nncc(-c2ccc(F)cc2)n1
  2.7	-1.3	-0.5	0.8	-6.7	-1.6	109.7	-2.0	-18.4
> Cc1c(C(=O)N2CCOCC2)sc2nc(-c3ccccc3)cn12
  5.5	0.5	-1.1	-2.7	31.4	1.1	99.7	-9.3	-16.5
> CCc1cccc(CC)c1-n1c(SCc2cc(=O)n3ccsc3n2)nnc1-c1cccnc1
  4.7	0.7	x	1.6	5.3	17.6	75.6	-6.8	x
> c1ccc(CN2CCN(c3nc4ccccc4n4cnnc34)CC2)cc1
  9.3	-2.3	0.0	-20.5	-2.0	0.8	99.1	-13.2	-0.8
> CCOC(=O)C[n+]1c(C)sc2ccc(OC)cc21
  2.5	-4.2	-0.6	0.4	x	x	x	0.7	-6.5
> CCC(C)c1ccc(Nc2ncccc2C#N)cc1 (stereo not drawn)
  13.4	0.9	x	-1.1	x	x	x	-13.1	x
